PPARg SRC-1 ag: promotes SRC-1 coactivator recruitment by human PPARgamma. P37231. PPARgamma-SRC-1 coactivator recruitment biochemical assay. activation, % at 8 µM. actives 0.41% (n = 200,000). AID 631; in the data active means activation above about 19%;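 further: 0% = DMSO and 100% = reference agonist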
Target sequence (P37231 whole entry, looked up): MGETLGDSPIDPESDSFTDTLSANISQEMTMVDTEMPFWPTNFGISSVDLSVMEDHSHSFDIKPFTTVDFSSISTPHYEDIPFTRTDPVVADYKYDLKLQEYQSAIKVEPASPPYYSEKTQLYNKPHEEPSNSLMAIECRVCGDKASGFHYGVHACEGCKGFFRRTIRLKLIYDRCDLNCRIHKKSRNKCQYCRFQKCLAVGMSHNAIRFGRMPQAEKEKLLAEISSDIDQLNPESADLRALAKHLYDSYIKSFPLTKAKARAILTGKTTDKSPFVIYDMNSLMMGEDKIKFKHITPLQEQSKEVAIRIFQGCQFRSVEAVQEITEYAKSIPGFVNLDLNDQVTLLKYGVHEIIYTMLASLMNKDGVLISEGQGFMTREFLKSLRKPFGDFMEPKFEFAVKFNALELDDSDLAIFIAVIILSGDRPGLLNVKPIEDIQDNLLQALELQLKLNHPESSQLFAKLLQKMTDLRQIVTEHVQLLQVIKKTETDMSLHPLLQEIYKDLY
STAT1 blocker: inhibitors of IFN-gamma induced STAT1 signaling | actives 0.35% (n = 200,000) | NIH 3T3 STAT1-luciferase reporter, luminescence | AID 920 | inhibition, % at 5.5 µM;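 active means inhibition above a set limit, the mean inhibition across all tested compounds plus 3 SD, cut at about 34% in these data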;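 further: 0% = IFN-gamma with DMSO and 100% = IFN-gamma with 300 µM nifuroxazide; values of inactives mirror those of a sister screen read the other way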
STAT3 inh: reduces IL-6 driven STAT3 reporter signal. actives 0.89% (n = 190,000). U3A cells, IL-6 STAT3-luciferase reporter, luminescence; host cell line lacks STAT1. inhibition, % at 5.5 µM;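 active means inhibition above the mean inhibition across all screened compounds plus 3 SD, cut at about 44% in these data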;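 further: 0% = DMSO only wells and 100% = 100 µM nifuroxazide control wells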
bIAP inhibitor: blocks bovine intestinal alkaline phosphatase activity | purified bovine IAP, CDP-star luminescence, 30 min | inhibition, % at 20 µM | 190,000 tested, under 10 active | AID 1019;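 active means over 50% inhibition of intestinal alkaline phosphatase at 20 µM in the single-dose screen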
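System: Purified bovine intestinal alkaline phosphatase (IAP) enzyme | Input: IAP diluted 1/65,000,000 in the well | Also added: CDP-star chemiluminescent phosphatase substrate, 30 µM final | Dosing: 20 µM single dose | Times: Enzyme reaction for 30 min at room temperature | Detection: Luminescence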
STAT3 act: increases IL-6 driven STAT3 reporter signal; U3A cells, IL-6 STAT3-luciferase reporter, luminescence; 100% = signal with IL-6 EC80 alone; activation (% of control), % at 5.6 µM; actives 0.91% (n = 190,000); AID 871;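 active means activation above the screen-wide mean of compound activation plus 3 SD, cut at about 130% in these data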;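 further: 0% = background luminescence of wells with medium and substrate only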
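Material: STAT3-luciferase reporter U3A cells. Controls: IL-6-treated wells, 100% activation. Read-out: % activation versus median of IL-6-stimulated wells. Probe or stimulus: IL-6 stimulus at 33 ng/mL final. Timing: compound 1 h, then IL-6 6 h at 37 °C. Signal: reporter luminescence signal.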
PPARg SRC-3 ag: agonists of human PPARgamma SRC-3 coactivator recruitment; P37231; biochemical PPARgamma/SRC-3 coactivator recruitment assay; activation, % at 8 µM; actives 0.26% (n = 200,000); in the data active means activation above about 23%;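 further: 0% = DMSO and 100% = reference agonist; some compounds past the cut are filed as inactive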
bIAP act: intestinal alkaline phosphatase (bovine) activation; purified bovine IAP, CDP-star luminescence, 30 min; active compounds read high; fold of DMSO-control signal, blank-subtracted; activation factor at 20 µM; actives 0.17% (n = 200,000);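 active means activation factor of 2 or more at 20 µM, a signal rise over negative controls twice the positive control's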
SRC2 TRFRET art: flags TR-FRET format artefacts in PPARgamma SRC-2 recruitment agonist screen; TR-FRET artefact counter-screen; active compounds read high; TR-FRET ratio at 8 µM; actives 0.4% (n = 200,000); in the data active means TR-FRET ratio above about 2000; further: inactives centre near 1500
PPARg SRC2 recr: PPARgamma-driven SRC-2 recruitment agonism; PPARgamma LBD-SRC-2 recruitment, biochemical; AID 1032; actives 0.34% (n = 200,000); activation, % at 8 µM; P37231; in the data active means activation above about 22%;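 further: 0% = vehicle and 100% = reference agonist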
ROMK primary: human ROMK K+ channel modulation, primary screen. P48048. Tet-inducible ROMK, thallium flux fluorescence; actives lie on both sides. B-score at 10 µM. actives 2% (n = 130,000). AID 1918;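 active means signal ratio slope over the read window, or its plate-corrected B-score, at least 3 SD from the plate mean, either direction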;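 further: B-score of the F/F0 ratio slope over 7 to 12 s after thallium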
TNAP act hi DEA: TNAP (human) activation, high acceptor; activation factor at 20 µM; purified TNAP, CDP-star luminescence, 1 M DEA, 30 min; active compounds read high; 0 = EDTA background, 1 = DMSO-only activity; P05186; 200,000 tested, under 10 active;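 active means activation factor at least 2 at 20 µM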
Target sequence (P05186 whole entry, looked up): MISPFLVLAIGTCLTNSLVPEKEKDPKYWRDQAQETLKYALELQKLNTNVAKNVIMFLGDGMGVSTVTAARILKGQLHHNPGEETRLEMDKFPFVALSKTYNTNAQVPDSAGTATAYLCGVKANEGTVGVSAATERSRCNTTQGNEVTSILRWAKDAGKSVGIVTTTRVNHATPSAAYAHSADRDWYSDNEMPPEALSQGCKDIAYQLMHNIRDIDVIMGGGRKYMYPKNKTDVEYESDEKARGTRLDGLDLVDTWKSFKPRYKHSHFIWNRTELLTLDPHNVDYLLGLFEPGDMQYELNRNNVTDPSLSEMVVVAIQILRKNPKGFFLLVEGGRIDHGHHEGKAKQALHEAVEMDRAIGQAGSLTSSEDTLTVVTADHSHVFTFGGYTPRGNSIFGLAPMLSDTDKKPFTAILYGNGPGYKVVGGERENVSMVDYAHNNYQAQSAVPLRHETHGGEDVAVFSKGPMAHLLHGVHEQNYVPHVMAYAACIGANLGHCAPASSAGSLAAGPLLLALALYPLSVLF
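Assay system: human TNAP; Input: enzyme diluted 1/800 final; Reagent: CDP-star luminogenic substrate at 100 µM final; Timing: 30 min, room temperature; Signal: luminescence; Evaluation: TNAP activation factor scaled between EDTA and DMSO control wells.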
* = called active by the depositor; . = no result given.

SMILES	PPARg SRC-1 ag	STAT1 blocker	STAT3 inh	bIAP inhibitor	STAT3 act	PPARg SRC-3 ag	bIAP act	SRC2 TRFRET art	PPARg SRC2 recr	ROMK primary	TNAP act hi DEA
O=C(CCCN1C(=O)c2ccccc2C1=O)Nc1c(C(=O)C2CC2)oc2ccccc12	-6	-5	5	11	103	6	0.9	1642	-8	.	1
O=C(CCCn1c(=O)c2sccc2n(CC(=O)NCc2ccco2)c1=O)NCc1ccco1	3	-2	-2	5	107	-10	1	1455	-8	.	1.1
NC(=O)c1sc2cc(C(F)(F)F)cnc2c1-c1cccs1	3	3	14	20	92	0	0.8	1547	-3	-0.37	1.1
CC1CCCCC12NC(=O)N(CC(=O)NCCc1ccccn1)C2=O (centres undefined)	0	-1	9	1	101	5	1	1458	3	.	1
CCC(C(=O)NC(C)(C)C)N(C(=O)c1ccc(Cl)nc1)C1CCCC1 (centres undefined)	-7	-2	12	-2	92	0	1	1321	1	-0.92	1.1
NC1=NS(=O)(=O)NC1c1cccc(Cl)c1 (centres undefined)	1	1	-2	5	103	6	1	1456	5	.	1
Cc1ccc2c(c1)nnn2C1CCN(C(=O)C2CCCCC2)CC1	-6	0	9	1	98	-5	1	1447	-2	-0.38	1
CCC(=O)Nc1ccc(C(=O)CSc2nnc(-c3ccccc3F)n2CCc2ccccc2)cc1	8	5	3	12	99	3	0.9	1559	9	.	1
O=C(Nc1ccc2nn(-c3ccccc3)nc2c1)c1ccc2c(c1)OCCO2	-4	0	20	44	90	-2	0.6	1554	0	-0.017	1
Nc1cc(=O)[nH]c(SCC(=O)Nc2ccc(Cl)c(Cl)c2)n1	0	-1	2	6	103	-1	0.9	1557	0	-0.48	1
CCOC(=O)C1=C(C)NC(=S)N(C=O)C1c1ccccc1 (centres undefined)	6	5	10	-28	95	2	1.3	1781	6	0.6	1
COCCC(=O)NNS(=O)(=O)c1ccc(Cl)cc1	0	2	-8	18	111	-1	0.8	1423	-6	0.45	1.1
O=C(COc1cccc2cccnc12)N/N=C1\SCC(=O)N1Cc1ccco1	2	4	13	9	91	7	0.9	1685	14	0.003	1
CCCCNS(=O)(=O)c1ccc2nc(SCC(=O)Nc3ccccc3Cl)[nH]c2c1	0	4	-2	2	98	13	1	1490	11	.	1
Cc1noc2ncnc(Oc3ccc(C(C)(C)C)cc3)c12	-4	-5	4	1	100	3	1	1423	-10	0.62	1
O=C1COc2ccc(OCc3ccc(F)cc3)cc21	2	-23	19	-1	91	7	1	1588	9	-1.5	1
O=C(COc1cccc2ccccc12)NCc1cccnc1	4	10	-8	5	107	3	1	1604	4	0.51	1.1
CC1CN(Cc2ccccc2)C(C)CC1O (centres undefined)	9	0	5	3	100	4	1	1513	0	0.47	1.1
O=C(O)C1CCN(S(=O)(=O)c2ccc(N3CCOCC3)c([N+](=O)[O-])c2)CC1	0	-3	2	6	102	-1	0.9	1454	8	0.8	1
CC(C)(CNC(=O)c1cccs1)CNC(=O)c1cccs1	0	7	9	-8	94	-1	1.1	1668	6	-1.3	1.1
Cn1c(=O)c2c(nc(SCCN3CCOCC3)n2Cc2ccccc2)n(C)c1=O	-1	6	-2	2	105	-3	1	1508	12	0.15	1
CC12COC3(C(=O)Nc4cccnc4)CC1CCC32C (centres undefined)	-3	-6	4	38	100	-17	0.6	1561	-9	0.17	1
CCOC(=O)C1(Cc2ccccc2C(F)(F)F)CCN(CC2CC2)CC1	7	4	-1	-5	105	6	1	1469	10	-0.8	1.1
CC(C)C(=O)N(Cc1cc2ccccc2[nH]c1=O)C(C)C	2	-6	0	0	103	-7	1	1510	-9	.	1.1

3 compounds out of the list above, sorted by their value in PPARg SRC-1 ag, largest number first.
| SMILES | PPARg SRC-1 ag | STAT1 blocker | bIAP inhibitor | STAT3 act | PPARg SRC-3 ag | bIAP act | PPARg SRC2 recr | ROMK primary | TNAP act hi DEA |
| --- | --- | --- | --- | --- | --- | --- | --- | --- | --- |
| CC(C)C(=O)N(Cc1cc2ccccc2[nH]c1=O)C(C)C | 2 | -6 | 0 | 103 | -7 | 1 | -9 | . | 1.1 |
| O=C(O)C1CCN(S(=O)(=O)c2ccc(N3CCOCC3)c([N+](=O)[O-])c2)CC1 | 0 | -3 | 6 | 102 | -1 | 0.9 | 8 | 0.8 | 1 |
| Cc1noc2ncnc(Oc3ccc(C(C)(C)C)cc3)c12 | -4 | -5 | 1 | 100 | 3 | 1 | -10 | 0.62 | 1 |

(further entries)
SMILES	PPARg SRC-1 ag	STAT1 blocker	STAT3 inh	bIAP inhibitor	STAT3 act	PPARg SRC-3 ag	bIAP act	SRC2 TRFRET art	PPARg SRC2 recr	ROMK primary	TNAP act hi DEA
Cc1c(NC(N)=O)c(=O)n(-c2ccccc2)n1C	2	1	6	-7	100	0	1.1	1461	11	0.59	1
COc1ccc(C(=O)NC(C(=O)NCCc2ccc3c(c2)OCCO3)C(C)C)cc1 (centres undefined)	7	-2	2	1	102	4	1	1694	7	0.13	1
O=C(c1ccc(=O)oc1)N1CCOCC1	0	-3	-5	-3	109	-4	1	1449	2	0.56	1
CC1CN(S(=O)(=O)c2ccc(C(=O)Nc3nnc(-c4ccc5c(c4)CCCC5)o3)cc2)CC(C)O1 (centres undefined)	4	-2	1	-24	103	8	1.2	1965	2	.	1.1
Cc1cc(O)c(C(C)C)cc1NC1=NS(=O)(=O)c2ccccc21	-4	3	11	16	96	4	0.8	1544	1	.	1
Cc1cc(C)nc(-n2ncc3c2CC(c2ccc(C(C)C)cc2)CC3=O)n1 (centres undefined)	0	-5	2	15	101	-3	0.8	1558	12	-0.32	1
CCNC(=O)CCC(=O)Nc1cc(Cl)ccc1C	-11	2	10	10	94	-11	0.9	1528	-4	-0.16	1.1
CCc1cc2c(=O)c(-c3nc4ccccc4n3C)coc2c(CN2CCOCC2)c1O	8	0	3	-1	100	2	1	1600	8	.	1
Cc1ccc(C(=O)C2=C(O)C(=O)N(CCN3CCOCC3)C2c2ccccn2)o1 (centres undefined)	3	-5	4	10	97	-1	0.9	1389	5	0.31	1
Cc1ccc(CNC(=O)C23CN(Cc4ccccc4)CC2C(c2cccc([N+](=O)[O-])c2)=NO3)cc1 (centres undefined)	1	5	3	-3	102	1	1	1481	-3	.	1.1
Cc1cccnc1CCNC(=O)CCc1nnc(CCc2ccccc2)o1	9	0	17	4	89	-1	1	1638	1	-0.026	1.1
CCCCOc1cccc(C(=O)NC(=S)Nc2cccc(NC(=O)c3ccccc3Cl)c2)c1	-6	8	-2	6	105	1	0.9	1473	-4	-0.61	1
O=C(N/N=C/C=C/c1ccccc1)C1CC1c1ccccc1 (centres undefined)	2	-4	7	4	97	12	1	1600	4	-0.47	1
CSc1nsc(SCc2ccc(F)cc2)n1	4	-6	17	35	90	-1	0.7	1677	3	.	1
C=CCNC(=O)c1onc(CSc2ccc(C(C)C)cc2)c1C(=O)O	-4	-3	-30	10	124	-5	0.9	1731	4	.	1
CCCCc1noc(-c2c(-c3ccccc3Cl)noc2C)n1	-2	5	0	-15	104	-1	1.1	1277	-8	.	1
Cc1nc2ccccc2c2nc(NC(=O)C(F)(F)F)nn12	-3	-9	-3	3	106	2	1	1606	-7	.	1.1
COc1ccc(N/N=C(/C)c2cnnc(-c3ccccc3)n2)cc1	3	-3	19	8	87	4	0.9	1667	-2	0.2	0.9
COc1ccc(N2C(=O)CCC(C(=O)N3CCOCC3)C2c2ccc(F)cc2)cc1 (centres undefined)	1	-12	-4	0	103	-10	1	1614	-1	.	1.1
O=S1(=O)C=C(Sc2nc3cc(Cl)ccc3o2)c2ccccc21	5	-26	-22	3	121	10	1	1627	3	.	1
CN(C)S(=O)(=O)c1ccc(N2CCCC2)c(C(=O)NC(c2ccccc2)c2ccccc2)c1	1	14	-6	6	105	-2	0.9	1452	4	0.29	1
Fc1ccc2nc3[nH]c4ccccc4c3nc2c1	0	-125	-34	8	135*	-9	0.9	1574	-6	.	1
COc1cnc(-c2ccccn2)nc1Sc1c(Cl)cccc1Cl	2	-1	11	4	96	10	1	1623	10	.	1
C=CCn1c(C(CCCC)CC(O)COCC(C)C)n[nH]c1=S (centres undefined)	2	3	-4	21	105	5	0.8	1466	4	0.88	1
COc1cc(/C=C(\NC(C)=O)C(=O)Nc2cccc(O)c2)ccc1OC(C)=O	-3	2	2	11	97	1	0.9	1605	-1	.	0.9
CC(=O)Nc1ccc(S(=O)(=O)NCC2CCC(C(=O)NC3CCCCCC3)CC2)cc1 (centres undefined)	11	-2	-4	5	111	2	1	1581	7	0.67	1
O=C(NC1CC2CCCC(C1)N2C1CC1)NC12CC3CC(CC(C3)C1)C2 (centres undefined)	-3	8	16	-214	94	2	3.1*	1659	2	.	1.1
CCCCCCC(=O)NNC(=O)c1c(O)c2ccccc2n(CC)c1=O	6	10	-11	-10	110	-2	1.1	1596	-5	-0.04	1
CC(C)C(=O)Nc1cccc(NC(=O)c2cccc(F)c2)c1	-6	-1	0	7	101	-2	0.9	1432	7	-0.3	1
CCOC(=O)COn1c2c(c3c4no[n+]([O-])c4ccc31)CCCC2	4	0	10	5	99	0	1	1415	3	0.26	1
Cc1nc[nH]c(=O)c1Br	0	1	6	-6	97	-1	1.1	1491	-5	-0.35	1
Cc1c(-c2ccccc2)nc2ccccc2c1C(=O)Oc1ccc([N+](=O)[O-])cc1	-1	5	30	15	76	4	0.9	1477	5	.	1.1
Cc1cc(C)c2c(n1)nn1c(C3CC3)cc(C(F)(F)F)nc21	3	-1	5	.	97	-5	.	1606	5	.	.
O=c1oc2cc(Oc3c([N+](=O)[O-])cc(C(F)(F)F)cc3[N+](=O)[O-])ccc2c2c1CCCC2	12	1	26	13	82	9	0.9	1581	11	0.33	1
O=C(NC1CCN(Cc2ccccc2)CC1)c1cncc(Br)c1	5	3	18	-6	89	-1	1.1	1735	0	-0.54	1
COc1ccc(N(C(=O)CSCC(=O)Nc2cc(C)on2)C(C(=O)NC2CCCCC2)c2ccc(O)c(O)c2)cc1 (centres undefined)	-2	-5	-3	32	100	-1	0.7	1458	-11	-1	1
COc1ccc(-c2[nH]n(-c3ccc([N+](=O)[O-])cc3)c(=O)c2C=NCCN2CCNCC2)cc1	1	5	2	-4	106	0	1	1524	-8	-3*	0.9
CCc1nnc(N/N=C/c2ccc(-c3ccc([N+](=O)[O-])cc3)o2)n1N	18	-20	4	20	102	7	0.8	1645	1	-0.13	0.9
Cc1ccccc1NS(=O)(=O)c1ccc(NC(=O)CSCc2ccc(Br)cc2)cc1	4	2	3	16	106	8	0.8	1386	2	.	1

Compound activity from PubChem BioAssay.
